# From PubChem BioAssay
# HepG2 tox = HepG2 cytotoxicity, counter-screen for TGF-b inhibitors; 0.76% of 410,000 active; Potency, µM (doses to about 46.1 µM), without a hit: top-dose activity change, negative = cytotoxicity, hits mostly cytotoxic; HepG2 CAGA-GFP viability, ATP luminescence, 18 h; note: potency is the fitted concentration of half-maximal effect; some results filed as inactive show a strong effect at the top dose
#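 HepG2 CAGA-GFP cells (1000/well, DMEM with 1% FBS) received compound, then TGF-beta at 500 pg/mL final, and were incubated 18 hours at 37 degrees C. Viability was read by CellTiter-Glo luminescence. Media-only wells were set as complete cell-killing and DMSO as no toxicity.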
# SW480 rerep = inducers of DNA re-replication in SW480 colon cancer cells | Potency, µM (titrated, usually from 46.1 µM), for the others: top-dose re-replication activation, usual class: activators | 1.8% of 340,000 active | SW480 DNA re-replication, Hoechst DNA content imaging, 48 h | AID 624297; note: potency is the fitted concentration of half-maximal effect; % of control where 0% means no effect; nearly all actives have a fitted effect of over 55% in size
#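 Image-based DNA-content assay: after two days of treatment, nuclei were labelled with the DNA dye Hoechst and imaged, and hits were compounds raising the count of nuclei showing high fluorescence intensity.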
# HT1080 IDH1KD tx = HT-1080 IDH1 knockdown cell toxicity (counter line). 2% of 360,000 active. HT-1080 IDH1 knockdown viability, ATP luminescence, 48 h. Potency, µM (top dose mostly 46.1 µM), inactives show at the top dose activity, negative = toxicity, most hits filed as cytotoxic;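 note: potency is the fitted concentration of half-maximal effect; 0% = DMSO wells and -100% = cell-free medium wells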
#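 Luminescent ATP read-out (CellTiter-Glo, 10 min at room temperature) after 48 h compound exposure at 37 °C gave viability of IDH1-knockdown HT-1080 cells. Activity was normalised to DMSO and cell-free wells, then fitted as concentration-response curves.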
# MCF10A rerep = induces DNA re-replication in MCF 10a normal breast cells. MCF 10A DNA re-replication, Hoechst nuclear intensity, 48 h. Potency, µM (series often up to 46.1 µM), for the others: top-dose activity, positive = re-replication, hits mostly activators. 2.9% of 350,000 active. AID 624296; note: potency is the fitted concentration of half-maximal effect; % of control where 0% means no effect; nearly all actives have a fitted effect of over 50% in size
# IL1B secr inh = inhibitors of inflammasome signaling (IL-1 beta secretion); THP-1 LPS/ATP IL-1B secretion, AlphaLISA, 16 h; hits give low values; activity change, % at 57.5 µM; 4.7% of 360,000 active; in the data active = activity change below about -50%; inconclusive = mostly about -30% to -49%; note: % is set by controls: 0 for no effect and ±100 for the full control effect
#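 Secreted IL-1B measured by AlphaLISA bead assay after 16 h compound exposure of THP-1 cells; compounds (final up to 57.5 uM) added 1 h before LPS (250 ng/mL) and ATP (1.25 mM) stimulation; lower signal means less secretion.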
# ATXN2 expr inh = inhibitors of ATXN2 expression | HEK-293 ATXN2-luciferase reporter, luminescence, 24 h | Potency, µM (highest dose often 57 µM), for inactives: at the top dose activity change, negative = inhibition, most hits filed as inhibitors | 0.72% of 360,000 active | AID 1745845; note: potency is the fitted concentration of half-maximal effect; % is set by controls: 0 for no effect and ±100 for the full control effect; nearly all actives have a fitted effect of over 55% in size
#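 qHTS (up to 57 uM final) was run with 24 h compound exposure of reporter cells at 37 °C. Each well was multiplexed: SteadyGlo luminescence measured ATXN2-luciferase expression after a fluorogenic Gly-Phe-AFC viability readout (25 uM final).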
# ATXN viability = cell viability loss in ATXN counter-screen. 0.49% of 400,000 active. S2 cells (HEK-293 line with an ATXN2-luciferase reporter) viability, CellTiter-Fluor protease fluorescence, 24 h. Potency, µM (series often up to 56.7 µM), usual class: cytotoxic; note: potency is the fitted concentration of half-maximal effect; nearly all actives have a fitted effect of over 40% in size
# KB-3-1 cytotox = KB-3-1 parental cell cytotoxicity; 1.4% of 400,000 active; Potency, µM (titrated, usually from 46.1 µM), without a hit: at the highest dose activity change, negative = cytotoxic, most hits filed as cytotoxic; AID 1347075; KB-3-1 viability, CellTiter-Glo ATP luminescence, 72 h; note: potency is the fitted concentration of half-maximal effect; % is set by controls: 0 for no effect and ±100 for the full control effect; nearly all actives have a fitted effect of over 60% in size
#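 Viability of parental KB-3-1 cells, measured by CellTiter-Glo luminescence, followed a 72 h incubation at 37 °C with pinned compounds in phenol-red-free DMEM containing 10% FBS.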
# HT1080NT lethal = kills 2HG-producing HT-1080-NT fibrosarcoma cells; HT-1080-NT fibrosarcoma viability, CellTiter-Glo ATP luminescence, 48 h; AID 686970; Potency, µM (top dose mostly 46.1 µM), inactives show top-dose activity, negative = less viability, actives largely listed as cytotoxic; 1.6% of 360,000 active;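 note: NT is the 2HG producing partner of a matched IDH1 knockdown line; potency is the fitted concentration of half-maximal effect; 0% = DMSO-treated cells and -100% = media-only wells without cells; nearly all actives have a fitted effect of over 55% in size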
#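 HT-1080-NT; 750 cells/well; 5% FBS RPMI; 48 h compound, 37 degrees C; CellTiter-Glo luminescence; curve fitting and curve-class assignment.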
# * hit, by the source's call; i = inactive; ? = inconclusive; . = no result given; [ ] = another dose, or the depositor's remark. Unless noted, calls come from the whole dose curve; as a rule, active = well fitted curve in the direction sought with a large enough effect; inconclusive = small, poorly fitted or top-dose-only effect, or another doubt; inactive = no such curve, though single readings can be large; an effect the other way counts as inactive or inconclusive.
SMILES,HepG2 tox,SW480 rerep,HT1080 IDH1KD tx,MCF10A rerep,IL1B secr inh,ATXN2 expr inh,ATXN viability,KB-3-1 cytotox,HT1080NT lethal
C[C@H](c1ccccc1)N1C[C@@H](COCc2ccccc2)Oc2cc(N3CCC[C@H]3CO)ccc2S1(=O)=O,.,.,?,.,-13.9,-32.7%,?,?,?
COc1ccccc1Nc1cc(C)nc(Nc2ccccc2OC)n1,-40.9%,16.7%,1.0%,?,-13.6,-3.9%,?,0.0%,0.7%
O=C(CNC(=O)c1ccc(-c2ccccc2)cc1)OCc1ccc(Cl)cc1,5.1%,-9.0%,0.8%,-4.6%,18.8,1.3%,i,?,8.8%
COc1cc(C(C)=O)ccc1COc1ccc(C(=O)OCC(N)=O)cc1OC,-4.5%,-0.3%,7.4%,-74.5%[inhibitor],0.9,5.2%,i,-0.5%,7.7%
COc1cccc(Nc2nc3cc(C)ccc3cc2C)c1,-29.7%,.,-6.2%,.,-4.1,.,i,7.0%,-5.6%
CCOC(=O)c1sc(NC(=O)CSc2nnnn2-c2ccccc2)c(C(=O)OCC)c1C,-10.5%,-18.4%,-0.6%,1.1%,19.3,?,i,1.8%,-1.6%
CCN1CCN(C(=O)CCN2C(=O)c3ccccc3S2(=O)=O)CC1,-8.1%,-7.2%,4.4%,0.9%,-1.5,2.6%,i,0.3%,6.9%
CCN(C(=O)CN1C(=O)/C(=C/c2ccc(F)cc2)SC1=S)C1CCS(=O)(=O)C1 (stereo not given),-5.9%,29.7%,-10.6%,?,0.0,9.6%,i,-0.2%,1.1%
CC(C)Cc1nnc(NC(=O)CCNC(=O)c2ccco2)s1,2.7%,-9.7%,5.5%,6.4%,3.7,2.3%,i,23.3%,9.5%
COc1ccc(S(=O)(=O)N(C)C[C@H]2Oc3ccc(NS(=O)(=O)c4ccccc4)cc3C(=O)N([C@H](C)CO)C[C@@H]2C)cc1,-21.7%,-26.7%,0.6%,0.6%,?,-8.2%,i,0.0%,-2.3%
COc1cc(C2c3c(-c4ccccc4)n[nH]c3C(=O)N2c2ccc(C(=O)O)cc2)ccc1O (stereo not given),-2.8%,-19.4%,-0.8%,0.4%,1.9,3.4%,i,26.5%,6.0%
Cc1ccc(O)c(NC(=O)/C=C/C(=O)O)c1,11.0%,-1.3%,3.2%,14.5%,19.5,.,i,0.2%,7.8%
CCC(=O)c1ccc(N2CCN(C(=O)c3cc([N+](=O)[O-])ccc3N3CCN(C)CC3)CC2)c(F)c1,1.9%,-7.0%,-19.7%,0.5%,-11.8,-3.6%,i,1.4%,?
O=C(NCCc1ccc(Cl)cc1)c1ccc2c(c1)OCCO2,3.4%,-2.4%,-4.1%,-1.7%,-0.4,.,?,3.4%,1.2%
Cc1ccc(S(=O)(=O)N2CCN(S(=O)(=O)c3ccccc3Br)CC2)cc1,-1.6%,-3.5%,7.5%,11.4%,-9.4,7.6%,i,0.0%,9.6%
COCCn1c(=NC(=O)c2cc3ccccc3oc2=O)sc2cc(S(N)(=O)=O)ccc21,-20.6%,?,-5.6%,13.1%,15.2,-34.5%,i,-7.0%,-2.4%
CC(=NO)C1CCC2C3CCC4=CC(=NO)CCC4(C)C3C(=O)CC12C (stereo not given),-3.8%,-5.6%,-9.2%,?,44.0,-19.5%,i,?,-1.4%
Cc1ccc(OCC(=O)N2CCN(c3ccc([N+](=O)[O-])c(N4CCOCC4)c3)CC2)cc1,-77.9%,2.0%,-5.7%,-20.4%,-15.6,2.2%,i,-13.8%,-8.3%
O=C(O)c1ccc(Cn2cc(C(F)(F)F)ccc2=O)cc1,3.8%,-4.4%,3.3%,9.6%,-0.9,.,i,1.1%,10.6%
CC1CCN(S(=O)(=O)c2ccc(NC(=O)CN3CCN(C)CC3)cc2)CC1,-25.6%,-0.1%,0.0%,?,-5.1,-5.3%,i,-26.3%,18.5%
Cc1cccc(C(=O)N[C@@H](C)C(=O)N2CCN(c3ncccn3)CC2)c1,9.2%,0.5%,10.6%,0.9%,3.4,.,?,4.1%,0.1%
CC(C)C(=O)OC1=CN(Cc2ccccc2)S(=O)(=O)c2ccccc21,-14.3%,.,.,.,.,-11.7%,i,5.8%,.
Nc1sc2c(c1C(=O)c1ccccc1)CCCC2,-0.7%,-2.4%,20.8%,-0.9%,12.6,-9.5%,?,3.5%,5.9%
Nc1nc(CN2CCCCCC2)nc(Nc2ccc(F)cc2)n1,-20.8%,1.9%,6.5%,18.1%,-27.9,-22.1%,i,23.7%,0.5%

# Exported with each value named: part of the list above.
O=C(NCCc1ccc(Cl)cc1)c1ccc2c(c1)OCCO2
  HepG2 tox: 3.4%; SW480 rerep: -2.4%; HT1080 IDH1KD tx: -4.1%; MCF10A rerep: -1.7%; IL1B secr inh: -0.4; ATXN2 expr inh: .; ATXN viability: ?; KB-3-1 cytotox: 3.4%; HT1080NT lethal: 1.2%

Cc1ccc(S(=O)(=O)N2CCN(S(=O)(=O)c3ccccc3Br)CC2)cc1
  HepG2 tox: -1.6%; SW480 rerep: -3.5%; HT1080 IDH1KD tx: 7.5%; MCF10A rerep: 11.4%; IL1B secr inh: -9.4; ATXN2 expr inh: 7.6%; ATXN viability: i; KB-3-1 cytotox: 0.0%; HT1080NT lethal: 9.6%

COCCn1c(=NC(=O)c2cc3ccccc3oc2=O)sc2cc(S(N)(=O)=O)ccc21
  HepG2 tox: -20.6%; SW480 rerep: ?; HT1080 IDH1KD tx: -5.6%; MCF10A rerep: 13.1%; IL1B secr inh: 15.2; ATXN2 expr inh: -34.5%; ATXN viability: i; KB-3-1 cytotox: -7.0%; HT1080NT lethal: -2.4%

CC(=NO)C1CCC2C3CCC4=CC(=NO)CCC4(C)C3C(=O)CC12C (stereo not given)
  HepG2 tox: -3.8%; SW480 rerep: -5.6%; HT1080 IDH1KD tx: -9.2%; MCF10A rerep: ?; IL1B secr inh: 44.0; ATXN2 expr inh: -19.5%; ATXN viability: i; KB-3-1 cytotox: ?; HT1080NT lethal: -1.4%

# Next part
SMILES,HepG2 tox,SW480 rerep,HT1080 IDH1KD tx,MCF10A rerep,IL1B secr inh,ATXN2 expr inh,ATXN viability,KB-3-1 cytotox,HT1080NT lethal
O=C(NCC(=O)N(c1ccc(F)cc1)C(C(=O)NC1CCCCC1)c1cccnc1)c1ccco1 (stereo not given),16.9%,-2.6%,-7.7%,-4.3%,9.3,2.5%,i,-6.9%,-12.4%
O=c1c2ccccc2[nH]c(=S)n1C1CCCCC1,-22.3%,5.8%,-0.2%,?,17.7,-1.5%,i,17.9%,-25.0%
COc1ccc(Cl)cc1C(=O)NCCN(C)C,-15.8%,-16.6%,-11.6%,12.0%,0.0,-6.3%,i,12.4%,-1.6%
CC(NC(=O)COC(=O)/C=C/c1cccc(F)c1)c1ccccc1 (stereo not given),-7.3%,-7.2%,-7.9%,1.7%,-6.5,5.4%,i,0.0%,4.9%
C/C(Cn1ncc(N2CCOCC2)c(Cl)c1=O)=N\O,-7.5%,-6.8%,12.4%,-0.1%,7.5,.,i,-0.6%,-4.6%
CCc1nc2ccc(C(=O)O)cc2nc1CC,4.8%,-1.7%,12.8%,2.9%,0.0,-2.5%,i,14.6%,5.7%
O=C(O)c1ccc(Cl)c(NC(=O)C2CCN(S(=O)(=O)c3ccc4c(c3)OCCO4)CC2)c1,4.2%,.,1.6%,.,3.3,.,i,-5.3%,-1.9%
N#C/C(=C\c1ccncc1)c1nc2ccccc2o1,0.0%,-42.7%[inhibitor],?,14.6µM*,.,-0.3%,i,-9.4%,?
CSCCC(NC(=O)c1cc(C(C)(C)C)oc1C)C(=O)O (stereo not given),-8.3%,2.3%,-2.5%[9.24 µM],-8.7%,8.2,5.3%,i,0.2%,-6.7%
CC1(C(=O)NS(=O)(=O)c2cccc(Cl)c2)CCN1C(=O)c1ccccc1CCc1ccccc1 (stereo not given),-36.1%,.,-24.8%,.,-0.6,-10.4%,?,0.0%,-17.1%
CC(C)c1nnc(NC(=O)c2nc(S(=O)(=O)Cc3ccccc3F)ncc2Cl)s1,-104.0%,12.5%,?,0.731µM*,-95.4*,10µM*,7.08µM*,?,18.4µM*
COc1ccc2[nH]c3c(=O)n(CCCCCC(=O)NCCC(C)C)c(=S)[nH]c3c2c1,-15.3%,11.6%,3.3%,14.1%,-3.1,.,i,2.2%,1.1%
COc1cc(OC)c(C(=O)NC2CCCCCC2)cc1OC,-9.1%,-5.0%,-0.7%,?,-59.1*,6.5%,i,?,-2.7%
CCC(=O)Nc1ccc(Cl)c(NC(=O)c2cccc(OC)c2)c1,-8.3%,1.4%,24.9%,?,-16.2,-0.7%,i,12.3%,10.6%
COc1ccc(OC)c(NC(=O)Cc2cccs2)c1,0.6%,-2.7%,-7.9%,0.0%,0.9,6.0%,i,4.2%,-6.2%
O=C(CSc1nnc(NC(=O)c2ccccc2)s1)NCc1ccco1,-8.5%,11.9%,-7.4%,5.5%,-1.0,-16.7%,i,9.1%,-14.5%
COc1ccc(-c2csc(NC(=O)c3cc(C)oc3C)n2)cc1OC,-12.1%,?,-21.8%,?,-83.9*,?,i,?,-4.1%
O=C(N=Nc1c(O)[nH]c2ccccc12)c1cc(-c2ccc(F)cc2)n[nH]1,-5.8%,-2.5%,9.8%,-3.3%,19.1,2.6%,i,8.8%,3.7%
COc1cc2ccccc2c2c1CCCC2=O,-6.3%,1.2%,-2.3%,?,31.2,-1.3%,i,-1.3%,-1.3%
COC(C(=O)N1CCC(n2nccc2NC(=O)C2CC2)CC1)c1ccccc1 (stereo not given),-7.8%,?,15.6%,4.1%,16.6,27.0%,i,-0.1%,13.7%
CCn1nc(C(=O)Nc2ccc(C)c(C)c2)c(Cl)c1Cl,-2.6%,-0.5%,4.0%,1.4%,-13.6,-3.5%,i,-12.7%,25.0%
CNC(=O)NC(=O)COC(=O)CCc1nc(=O)c2ccccc2n1C,8.2%,9.0%,5.3%,-15.1%,3.3,-7.0%,i,0.0%,3.7%
Cc1ccc(Cl)cc1N1CCN(Cc2nc3c(c(=O)[nH]c(=O)n3C)n2CCc2ccccc2)CC1,-0.9%,8.1%,6.7%,?,4.2,?,?,?,9.1%
